Salmonella PhoP GFP: Inhibition of PhoP regulon, Salmonella typhi GFP reporter cells, confirmation, 4 h (AID 1850). Salmonella Typhi PhoP-promoter GFP reporter, fluorescence, 4 h; higher % means a stronger effect. inhibition, % at 50 µM, or IC50 in µM where a hit was titrated. 310,000 compounds, 0.33% hits; in the data active means a potency from the dose series; inconclusive means inhibition mostly from about 25% at the one dose, without a potency; inactive means the rest, 99 in 100 with inhibition below about 19%;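 further: 0% = induced wells with vehicle and 100% = uninduced wells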
inhibitors of VEEV: inhibitors of VEEV TC-83 cytopathic effect, confirmation, Vero cells (AID 588727); one-dose inhibition, % at 20 µM; IC50 in µM for titrated hits; 350,000 compounds, 0.13% hits; Vero cells, VEEV TC-83 cytopathic effect inhibition; higher % means a stronger effect; in the data active means a potency from the dose series; inconclusive means inhibition mostly from about 14% at the one dose, without a potency; inactive means the rest, 99 in 100 with inhibition below about 12%; further: strong numbers were not always called active
influenza NS1A: NS1A inhibition, H1N1 influenza, cell based functional assay (AID 504329). NS1A functional cell-based assay, percent inhibition; higher % means a stronger effect. inhibition, % at 12.5 µM, or IC50 in µM where a hit was titrated. 340,000 compounds, 0.3% hits; in the data active means a potency from the dose series; inconclusive means inhibition above about 27% without an active follow-up result; further: strong numbers were not always called active
M. tuberculosis: growth inhibition of non-replicating M. tuberculosis (AID 488890); Mycobacterium tuberculosis non-replicating, growth inhibition; higher % means a stronger effect; one-dose inhibition, % at 25 µM; IC50 in µM for titrated hits; 320,000 compounds, 0.39% hits; in the data active means a potency from the dose series; inconclusive means inhibition mostly from about 82% at the one dose, without a potency; inactive means the rest, 99 in 100 with inhibition below about 76%;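 further: plate controls were DMSO cells for no effect and high antibiotic wells for full effect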
M. tuberculosis HTS: M. tuberculosis growth inhibition, HTS (AID 449762). M. tuberculosis H37Rv growth inhibition, 7H9 media; higher % means a stronger effect. inhibition, % at 25 µM; hits with a dose series show IC50 in µM. 330,000 compounds, 0.59% hits; in the data active means a potency from the dose series; inconclusive means inhibition above about 70% without an active follow-up result;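 further: bacterial growth assessed after seven days of incubation; strong numbers were not always called active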
The depositor's hits bear a star; i = inactive; ? = inconclusive; nt = not tested or not shown.

Screens in order – Salmonella PhoP GFP | inhibitors of VEEV | influenza NS1A | M. tuberculosis | M. tuberculosis HTS
> COc1cccc(CN2CCN(C(=O)c3cccc4ccccc34)CC2)c1
→ -12% | 0.6% | -9% | 13% | 2%
> COc1cccc(CNC(=O)CN2C(=O)CSc3ccc(S(=O)(=O)N4CCCC4)cc32)c1
→ -14% | i | -8% | 4% | 1%
> COc1ccc(CCNC(=O)c2cnc3ccccn3c2=O)cc1
→ -2% | 1.0% | -3% | 3% | -11%
> O=[N+]([O-])c1ccc(OCCCCN2CCc3ccccc3C2)cc1
→ 1% | i | 1% | 58% | 4%
> S=c1[nH]nc(-c2ccco2)n1/N=C/c1ccc(Cl)c(Cl)c1
→ -5% | 0.9% | 10% | 8% | 2%
> CC(NC(=O)CSc1nnnn1C1CC1)c1ccccc1Br (stereo not given)
→ nt | 0.5% | -6% | 2% | 1%
> Cc1ccc(C(=O)COC(=O)CNC(=O)c2ccco2)cc1
→ 1% | 0.3% | -3% | 11% | -3%
> CC(C)c1c(CN(C)C(C)Cc2ccccc2)n(C)n(-c2ccccc2)c1=O (stereo not given)
→ 0% | 3.2% | -4% | 21% | 9%
> Cc1ccc(Cn2c(C3CCCN3c3nc(C)cs3)nc3cc(C(F)(F)F)ccc32)cc1 (stereo not given)
→ -4% | i | 11% | 6% | 0%
> CCCOc1ccc(NC(=O)C2CCCNC2=O)cc1 (stereo not given)
→ 14% | 1.2% | 1% | -8% | -4%
> Cc1cc(C)cc(-n2c(C)cc(/C=N/NC(=O)CN(c3c(C)cccc3C)S(C)(=O)=O)c2C)c1
→ -4% | 3.1% | 5% | 33% | 4%
> CCOC(=O)c1c(NC(=O)CC(C)C)sc(C(C)=O)c1C
→ -3% | 6.4% | -5% | 5% | 4%
> CN1CCN(S(=O)(=O)c2cccc(C(=O)N(Cc3nnc(-c4ccccc4Cl)o3)C3CC3)c2)CC1
→ -3% | 8.3% | -13% | 29% | -17%
> Cc1c(C=Nc2ccc(S(=O)(=O)N(C)C)cc2)c(O)[nH]c(=O)c1C#N
→ 3% | 4.4% | -2% | -14% | 1%
> COc1cccc(OCC(O)CN2CCN(c3ccc(Cl)cc3)CC2)c1 (stereo not given)
→ 18% | 1.4% | -2% | 40% | 18%
> Cc1cc(C)nc(NC2=NCC(=O)N2c2ccc3c(c2)OCCO3)n1
→ -2% | 0.3% | 2% | -24% | -9%
> Cc1ccc(C)c(NC(=O)CN(C)C(=O)c2cc(-c3cccs3)nn2-c2ccccc2)c1
→ -5% | 9.4% | -11% | -3% | -21%
> O=C(NCCc1csc(-c2cccc(F)c2)n1)c1ccco1
→ -1% | 5.9% | -8% | 24% | 4%
> Cc1cc(NC(=O)CN(C)C)c([N+](=O)[O-])cc1C
→ -15% | 1.7% | -9% | -17% | -2%
> CN(Cc1ccccc1F)Cc1cc(=O)oc2cc(O)c(Cl)cc12
→ -1% | 0.5% | -14% | 17% | -1%
> COCCn1c(SCC(=O)Nc2cc(C)on2)nc2c(c1=O)SCC2
→ -2% | 1.9% | -14% | 0% | 0%
> CCOC(=O)C1CCCN(Cc2ccc(OCc3ccccc3)cc2)C1 (stereo not given)
→ 1% | 1.6% | 2% | i | -1%
> CC(C)CC1NC(=O)c2ccc(Cl)cc2-n2c1nc1ccc(F)cc1c2=O (stereo not given)
→ nt | nt | nt | -4% | 2%
> ONC(=Nc1ccc(Cl)cc1)c1ccccc1
→ -4% | i | 6% | 5% | 5%
> Cc1cc(NC(=O)COC(=O)c2c(Cl)cccc2Cl)no1
→ nt | >25µM* | -4% | 26% | 1%
> O=C(NNc1nc2ccccc2s1)c1ccc(F)cc1
→ -6% | 0.1% | 19% | i | ?
> COc1ccc(NC(=O)CSc2nnc(-c3ccco3)c(-c3ccco3)n2)cc1OC
→ -10% | 1.1% | -6% | 7% | -8%
> CCc1nc2ccc(C(=O)NCCCN3CCN(c4ccccc4F)CC3)cc2nc1CC
→ -11% | i | 5% | 30% | 11%
> CCn1cc(C(=O)NCc2ccco2)c(=O)c2cc(S(=O)(=O)N3CCCCCC3)ccc21
→ 10% | 3.7% | 3% | 25% | 1%
> COc1ccccc1NC(=O)C1CCCN(S(=O)(=O)c2ccc(-n3cnnn3)cc2)C1 (stereo not given)
→ -8% | 0.2% | 8% | -4% | 4%

Reprinted from the part before: 3 entries, then new ones.
Screens in order – Salmonella PhoP GFP | inhibitors of VEEV | influenza NS1A | M. tuberculosis | M. tuberculosis HTS
> CCc1nc2ccc(C(=O)NCCCN3CCN(c4ccccc4F)CC3)cc2nc1CC
→ -11% | i | 5% | 30% | 11%
> CCn1cc(C(=O)NCc2ccco2)c(=O)c2cc(S(=O)(=O)N3CCCCCC3)ccc21
→ 10% | 3.7% | 3% | 25% | 1%
> COc1ccccc1NC(=O)C1CCCN(S(=O)(=O)c2ccc(-n3cnnn3)cc2)C1 (stereo not given)
→ -8% | 0.2% | 8% | -4% | 4%
> CCOC(=S)SCC(=O)Nc1nccs1
→ 6% | 5.0% | 9% | 75% | 4%
> Cc1cc(S(=O)(=O)NC2CCCC2)ccc1-n1cnnn1
→ -2% | i | -3% | -7% | 0%
> O=C(CN1CCOCC1)NNc1c2ccccc2nc2ccccc12
→ -2% | i | 2% | 42% | 0%
> CCCCCNCC(=O)Nc1cc(C(F)(F)F)ccc1OCCOC
→ -7% | i | 0% | 12% | 3%
> O=c1ccnc(SCCc2ccc([N+](=O)[O-])cc2)[nH]1
→ 2% | i | -2% | 16% | 4%
> CCCn1nnc(NC(=O)COc2cc(C)ccc2C(C)C)n1
→ 9% | i | 0% | 62% | 12%
> COc1ccc2c(c1)cc1c(=O)n(CC(=O)NCCCN3CCOCC3)nc(C)n12
→ 5% | 0.1% | -11% | 0% | -10%
> O=c1[nH]c(=O)n(C2OC(CO)C(O)C2O)cc1N1CCOCC1 (stereo not given)
→ nt | 1.0% | -2% | nt | nt
> Cc1ccc(N2CC(C(=O)NCc3n[nH]c(=O)c4ccccc34)CC2=O)cc1C (stereo not given)
→ -2% | 6.7% | -4% | 3% | 2%
> CC(C)(C)OC(=O)N1CSC[C@H]1C(=O)NC[C@H](CC(=O)O)c1ccc(Cl)cc1
→ -17% | 0.0% | -23% | -6% | 2%
> CN(Cc1nc(-c2ccc(Cl)cc2)no1)C(=O)CCN1C(=O)[C@H]2CC=CC[C@H]2C1=O
→ 5% | 1.5% | -3% | 13% | -1%
> CCc1cc2c(SCC(=O)Nc3ncc(Cl)c(C)c3Cl)ncnc2s1
→ -10% | 1.0% | -1% | 23% | 2%
> Cn1c2ccccc2c(=O)c2ccc(NCCc3cccs3)cc21
→ nt | 9.3% | -37% | 30% | ?
> CCOC(=O)C1=C(N)Oc2c(oc(CO)cc2=O)C1c1ccc(F)c(F)c1 (stereo not given)
→ 10% | 0.8% | -1% | -1% | 3%
> Cc1ccc(-n2c(CNCc3ccc(F)cc3)nc3ccccc3c2=O)cc1
→ -2% | 1.8% | 24% | 58% | 8%
> CCc1ccccc1NC(=O)CN(C)C(=O)CN1C(=O)NC2(CCCCCC2)C1=O
→ -8% | 0.9% | 0% | 2% | 7%
> COc1ccc([C@H]2[C@@H]3C=CCC[C@@]3(C)C(=O)N2Cc2ccccc2)cc1Cl
→ -1% | 3.3% | -10% | 3% | -1%
> CCOc1ccc(CNCc2cccnc2)cc1
→ -18% | 0.7% | 0% | -2% | -8%
> CS(=O)(=O)N(CC(=O)N1CCN(c2cccc(Cl)c2)CC1)c1ccccc1
→ -8% | 1.4% | -1% | 5% | 0%
> O=C(c1ccc(C23CC4CC(CC(C4)C2)C3)o1)N1CCOCC1
→ -5% | i | 11% | 33% | -6%
> Cn1nnnc1SCCNC(=O)C1CCC(=O)N(Cc2ccc(Cl)cc2)C1 (stereo not given)
→ -11% | 1.2% | -3% | -3% | -1%
> CCC(=O)N1CCN(c2ccc(Cl)cc2NC(=O)Cc2ccc(Cl)cc2)CC1
→ 6% | i | 6% | 25% | 63%
> CCOC(=O)c1sc(Nc2ccc(Br)cc2)nc1C
→ 6% | 1.7% | -4% | 34% | ?
> Cc1ccc(Cl)c(OCC(O)CN(CCO)CCO)c1 (stereo not given)
→ 10% | i | 7% | 9% | -7%
> NC(=O)c1ccc(-n2c(CCC(=O)O)ccc2-c2cccs2)cc1
→ -2% | 0.5% | -3% | 40% | -2%
> O=C(Nc1ccc2oc(=O)c(C(=O)O)cc2c1)Oc1ccccc1
→ nt | 2.0% | -25% | nt | nt
> Cc1ccc(CS(=O)Cc2ccc(C(=O)N3CCOCC3)o2)cc1 (stereo not given)
→ 5% | i | -4% | 11% | 1%
> Cc1ccc2nc3c(cc(C(=O)NCc4ccccc4)c(=N)n3CCCn3ccnc3)c(=O)n2c1
→ nt | 0.9% | 20% | nt | nt
> Cc1ccnc(NC(=O)c2cc(S(=O)(=O)NCc3ccccc3)ccc2C)c1
→ nt | 7.2% | -12% | 9% | -10%
> CCCCC1C2=C(CCCC2=O)OC2=C1C(=O)CCC2
→ -3% | 1.1% | -6% | -16% | 9%
> COc1ccccc1N1CCN(C(=O)CNC(=O)c2ccc(Cl)cc2Cl)CC1
→ 7% | 0.1% | 1% | 1% | 5%
> Cc1ccccc1C(=O)NCC(=O)OC(C)C(=O)NC(C)CCc1ccccc1 (stereo not given)
→ nt | 0.9% | -13% | 15% | 1%
> S=c1[nH]nc(Cc2cccs2)n1-c1ccccc1
→ 11% | 0.1% | 3% | 10% | 1%
> O=C(COC(=O)c1c2c(nc3ccccc13)/C(=C/c1cccc([N+](=O)[O-])c1)CCC2)NC1CCS(=O)(=O)C1 (stereo not given)
→ 5% | 4.8% | 16% | 23% | ?
> CCC(=O)N1CCN(c2ccc(NC(=O)COc3ccc(C)cc3C)cc2)CC1
→ -10% | 4.8% | 0% | 59% | ?
> CCN(C(=O)COC(=O)c1c(C)nsc1NC)c1ccccc1
→ nt | i | -5% | -2% | -1%
> O=C(COC(=O)c1ccc[n+]([O-])c1)Nc1ccc(Cl)cc1[N+](=O)[O-]
→ nt | 1.7% | -4% | 7% | -7%
> COc1ccc(NC(=S)N2CCN(c3ncccn3)CC2)cc1
→ -3% | 0.6% | 2% | -16% | -3%
> CN(Cc1cn(Cc2ccccc2)nc1-c1ccc2c(c1)OCO2)Cc1nccn1C
→ 3% | 8.0% | 3% | 28% | 7%
> Cc1cccc(NC(=O)CN(C)C(C)C(=O)Nc2ccc(S(=O)(=O)N3CCCC3)cc2)c1C (stereo not given)
→ nt | 6.4% | -5% | nt | nt
> CC(=O)C[C@H]1c2ccccc2S(=O)(=O)N1C1CCCCC1
→ 1% | 0.8% | -23% | 12% | 3%
> Cc1c(NC(=O)C(C)Sc2ccc3ccccc3n2)c(=O)n(-c2ccccc2)n1C (stereo not given)
→ 3% | 1.9% | -18% | -7% | -7%
> Cc1nn2c(=O)c(NC(=O)c3ccc(Cl)cc3)cnc2s1
→ 15% | i | 7% | 14% | -4%
> COc1ccc(C(=O)CCc2ccccc2)cc1
→ -1% | 1.5% | -9% | 74% | 10%
> CSc1ncccc1C(=O)OCC(=O)Nc1ccc2c(c1)CCC2
→ nt | 0.3% | 5% | nt | 7%
> Cc1ccc(CNC(=O)c2cc(=O)c3cc(C)ccc3o2)cc1
→ -1% | 0.8% | 0% | 4% | 10%
> CCOC(=O)CNC(=O)c1cn(CC(C)C)c(=O)c2cc(OC)c(OC)cc12
→ 0% | 2.8% | 9% | 1% | -4%
> Cc1cc(C)n(-c2nc3c(c(=O)n(C)c(=O)n3C)n2CCO)n1
→ -1% | i | 1% | -1% | 2%
> c1ccc2c(c1)c1c3n2CCNC3CCC1 (stereo not given)
→ -3% | 0.7% | 9% | 4% | 3%
> C(=N\c1nccs1)/c1cccnc1
→ 11% | 6.6% | 5% | 2% | 0%
> COc1ccc(C2CC(=O)C(C=NCCO)=C(O)C2)cc1OC (stereo not given)
→ -9% | 0.5% | 4% | 5% | -5%
> N#Cc1c(N)nc(SCC(=O)C23CC4CC(CC(C4)C2)C3)c(C#N)c1-c1ccc(Cl)cc1
→ -3% | 1.1% | -2% | 34% | 9%
> COc1ccc(-n2c(CN3CCN(c4ccccn4)CC3)nc3ccc([N+](=O)[O-])cc3c2=O)c(OC)c1
→ 2% | 8.9% | -18% | 24% | 4%
> O=C(O)c1cc(C2CC2)nn1-c1ccccc1
→ -2% | 1.9% | -5% | 18% | 17%

Exported as labelled records: part of the list above
O=C(COC(=O)c1c2c(nc3ccccc13)/C(=C/c1cccc([N+](=O)[O-])c1)CCC2)NC1CCS(=O)(=O)C1 (stereo not given)
  Salmonella PhoP GFP = 5%	inhibitors of VEEV = 4.8%	influenza NS1A = 16%	M. tuberculosis = 23%	M. tuberculosis HTS = ?

Cc1cc(C)n(-c2nc3c(c(=O)n(C)c(=O)n3C)n2CCO)n1
  Salmonella PhoP GFP = -1%	inhibitors of VEEV = i	influenza NS1A = 1%	M. tuberculosis = -1%	M. tuberculosis HTS = 2%

Screens: PubChem, Southern Research Specialized Biocontainment Screening Center
